# TR SRC2 fluor cs: Texas Red fluorescence interference in TRb-SRC2 counter-screen | Potency, µM (doses to about 106 µM), inactives show at the highest dose fluorescence change, negative = quenching | hit rate 0.29% among 280,000 | TRb/SRC2 Texas Red total fluorescence interference; active = well fitted curve in either direction with a large enough effect; inconclusive = small, poorly fitted or top-dose-only effect; note: potency is the fitted concentration of half-maximal effect; % is set by controls: 0 for no effect and ±100 for the full control effect
#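 Flags fluorescent or light-absorbing compounds by total fluorescence, S + 2P, at 555 nm excitation and 632 nm emission. Mixture: 20 nM Texas Red SRC2 peptide, 0.6 uM human TRb LBD, 1 uM T3, 5% DMSO; compound exposure 5 h at ambient temperature.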
# NPSR antagonist: antagonists of human neuropeptide S receptor cAMP signaling. Potency, µM (highest dose often 38.3 µM), inactives show at the top dose activity change, negative = inhibition, usual class: inhibitors. CHO-NPSR cells, cAMP TR-FRET, antagonist mode. Q6W5P4. hit rate 1% among 220,000; note: potency is the fitted concentration of half-maximal effect; % is set by controls: 0 for no effect and ±100 for the full control effect; nearly all actives have a fitted effect of over 50% in size; many of its hits are not listed in these tables
# Target sequence (Q6W5P4 whole entry, looked up): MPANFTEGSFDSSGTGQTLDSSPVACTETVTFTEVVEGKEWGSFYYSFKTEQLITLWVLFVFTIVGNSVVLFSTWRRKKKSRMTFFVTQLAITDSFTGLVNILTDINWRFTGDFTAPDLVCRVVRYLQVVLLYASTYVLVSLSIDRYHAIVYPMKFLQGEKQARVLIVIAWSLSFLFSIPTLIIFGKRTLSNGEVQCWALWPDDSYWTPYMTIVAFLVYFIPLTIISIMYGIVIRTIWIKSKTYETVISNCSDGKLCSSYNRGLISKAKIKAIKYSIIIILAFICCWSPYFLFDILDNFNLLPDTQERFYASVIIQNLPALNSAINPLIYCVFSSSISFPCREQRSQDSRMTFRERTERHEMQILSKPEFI
# Tau fluor counter: counter-screen for tau fibril formation inhibitors. hit rate 0.93% among 280,000. tau K18 P301L Alexa594 fluorescence, heparin fibrillization. Potency, µM (series often up to 57.7 µM), without a hit: top-dose activity change, negative = decrease; note: potency is the fitted concentration of half-maximal effect; % is set by controls: 0 for no effect and ±100 for the full control effect; nearly all actives have a fitted effect of over 55% in size
#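 Human tau K18 P301L (15 uM unlabeled, 0.24 uM Alexa 594-labeled) in 100 mM sodium acetate pH 7 with 20 uM heparin, 6 hr at 37 C. ThT 30 uM added, 1 hr ambient; Alexa 594 FP and total fluorescence read at 555/632 nm.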
# CBFb RUNX1 block: blocks binding between human CBF-beta and RUNX1. AlphaScreen CBFb-His/RUNX1-biotin binding, biochemical. Q01196+Q13951. 230,000 tested, under 10 active. Potency, µM (titrated, usually from 59.8 µM), without a hit: at the top dose activity, negative = inhibition, actives largely listed as inhibitors; note: % of control where 0% means no effect
#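 CBF-beta (His) and RUNX1 (biotin), 30 nM each; 20 min preassociation; + compound, 15 min; + beads 50 ng each (Ni, streptavidin), 90 min; RT; AlphaScreen read.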
# Tau FP inhib: tau fibrillization inhibition (FP) | Potency, µM (series often up to 57.7 µM), for the others: at the top dose activity, negative = inhibition, usual class: inhibitors | hit rate 0.39% among 280,000 | K18 P301L tau heparin fibrillization, Alexa594 FP, 6 h | AID 1468 | P10636; note: potency is the fitted concentration of half-maximal effect; % is set by controls: 0 for no effect and ±100 for the full control effect; nearly all actives have a fitted effect of over 55% in size
# Target sequence (P10636 561-689 P618L limits assumed): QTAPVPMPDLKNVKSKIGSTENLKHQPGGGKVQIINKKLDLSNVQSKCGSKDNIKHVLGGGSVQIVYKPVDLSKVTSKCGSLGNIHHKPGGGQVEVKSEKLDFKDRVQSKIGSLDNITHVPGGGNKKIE
#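 Quantitative HTS format: compounds meet 15 uM recombinant K18 P301L tau and Alexa 594-tau tracer in 100 mM sodium acetate pH 7; 20 uM heparin triggers fibrillization at 37 C over 6 hr; FP gives the signal.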
# aGal spleen mod: inhibitors or activators of human alpha-galactosidase in spleen homogenate | AID 2107 | P06280 | human spleen homogenate, 4MU-alpha-Gal fluorescence, 40 min | hit rate 0.008% among 240,000 | Potency, µM (doses to about 80 µM), for inactives: at the top dose activity change, negative = inhibition, hits mostly inhibitors;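 note: potency is the fitted concentration of half-maximal effect; 0% = enzyme with vehicle and -100% = no enzyme basal signal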
# Target sequence (P06280 32-429 limits assumed): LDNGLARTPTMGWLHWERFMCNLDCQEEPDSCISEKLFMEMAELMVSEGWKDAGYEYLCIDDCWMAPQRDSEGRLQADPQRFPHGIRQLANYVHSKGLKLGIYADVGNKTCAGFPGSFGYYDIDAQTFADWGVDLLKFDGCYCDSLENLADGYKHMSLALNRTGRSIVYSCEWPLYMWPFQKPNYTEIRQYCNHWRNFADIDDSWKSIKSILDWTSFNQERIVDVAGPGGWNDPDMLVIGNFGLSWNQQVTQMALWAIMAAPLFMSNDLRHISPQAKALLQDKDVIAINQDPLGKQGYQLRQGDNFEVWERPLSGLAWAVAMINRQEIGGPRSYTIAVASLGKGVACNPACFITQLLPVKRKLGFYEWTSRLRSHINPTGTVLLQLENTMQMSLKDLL
#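 Spleen homogenate 1 ug + cpd (titration) + 4-MU-alpha-D-galactopyranoside 1 mM; 37C 40 min; 50 mM citrate/phosphate pH 5.0, 0.01% Tween-20; stop pH 10; fluorescence 365/440; AC50 via Hill.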
# TRb SRC2 PPI: disrupts binding of human TR beta to SRC2. P10828. TRbeta-SRC2 peptide binding, fluorescence polarization; receptor liganded with 1 µM T3. Potency, µM (highest dose often 106 µM), for the others: at the highest dose activity change, negative = inhibition, usual class: inhibitors. hit rate 0.065% among 280,000. AID 1469;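 note: potency is the fitted concentration of half-maximal effect; plate controls were bound peptide for no effect and peptide without receptor for full effect; nearly all actives have a fitted effect of over 50% in size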
#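 Fluorescence polarization of 20 nM Texas Red SRC2 peptide with 0.6 uM human TRb ligand-binding domain, in Tris buffer with 1uM T3 and 5% DMSO. Incubated 5 hr ambient; normalized to unbound and bound controls.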
# Epigenetic derep: regulators of epigenetic silencing causing reporter derepression in mouse cells; murine LDR cells, GFP reporter derepression, 30 h; Potency, µM (titrated, usually from 53.9 µM), inactives show at the highest dose GFP activation, usual class: activators; hit rate 0.2% among 280,000; note: potency is the fitted concentration of half-maximal effect; % of control where 0% means no effect; nearly all actives have a fitted effect of over 60% in size
#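 Murine LDR cells carrying a silenced, genomically integrated CMV-driven GFP reporter were exposed to compound for 30 hours at 37 C. After PBS washes, GFP-positive cells (20–120 um objects) were counted by laser-scanning microplate cytometry.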
# Active calls of the source: *; ? = inconclusive; . = not tested or not shown; [ ] = remark or other dose. Unless noted, calls come from the whole dose curve; as a rule, active = well fitted curve in the direction sought with a large enough effect; inconclusive = small, poorly fitted or top-dose-only effect, or another doubt; inactive = no such curve, though single readings can be large; an effect the other way counts as inactive or inconclusive. Some of the compounds tested; rates above refer to the full screens.
No.	SMILES	TR SRC2 fluor cs	NPSR antagonist	Tau fluor counter	CBFb RUNX1 block	Tau FP inhib	aGal spleen mod	TRb SRC2 PPI	Epigenetic derep
1	CC1CCCCC1NCC#CCOc1ccc(Cl)cc1 (stereo not given)	0%	-13%	-8%	10%	-7%	6%	-3%	-1.2%
2	COc1cccc(C(=O)NCc2ccc(N3CCN(C(=O)OC(C)(C)C)CC3)cc2)c1	-2%	-18%[46.1 µM]	-6%	-2%	5%	4%	3%	-0.2%
3	Cc1ccc(/C=C/c2onc(C)c2S(=O)(=O)N2CCC(C(=O)N3CCOc4ccccc43)CC2)cc1	-1%	.	-3%	.	-8%	.	0%	0.0%
4	CN(c1ccccc1)S(=O)(=O)c1ccc(NC(=O)c2ccc(-c3ccccc3)cc2)cc1	3%	-21%[46.1 µM]	-30%	3%	?	1%	5%	0.0%
5	CCCC/C=C/[C@H](C)[C@@](C)(COC(=O)c1ccc(Br)cc1)Cc1ccccc1	1%	.	.	-7%	.	-19%	-3%	.
6	Cc1oc(-c2cccs2)nc1CN1CCC(CO)(CCOc2ccccc2)CC1	-2%	5%	-1%	1%	2%	0%	11%	2.4%
7	Cc1nc2sccc2c(=O)n1N	-2%	3%	-1%	11%	-2%	-3%	-8%	1.7%
8	COc1cc(NC(=O)C2COc3ccccc3O2)c(OC)cc1Cl (stereo not given)	0%	-25%[46.1 µM]	-21%	-2%	5%	3%	3%	3.8%
9	CCC(C)(C)n1nnnc1C(C(C)C)N1CCC(C(N)=O)CC1 (stereo not given)	3%	-3%[46.1 µM]	1%	6%	-1%	4%	-4%	-2.8%
10	O=C(C1CCCCC1)N1CCc2[nH]c3ccc(F)cc3c2C1	-5%	16%[7.67 µM]	-21%	9%	-2%	-9%	-3%	-0.3%
11	Cc1ccc(C(=O)NCc2ccco2)cc1Br	1%	1%[46.1 µM]	-11%	-4%	-8%	5%	5%	-0.2%
12	Cc1nc(SCC(=O)N2CCc3ccccc32)n[nH]1	-1%	-25%[46.1 µM]	-4%	-3%	4%	13%	-15%	1.0%
13	O=S(=O)(NCc1ccccc1)c1cccc2nsnc12	-3%	1%	8%	0%	-3%	-1%	3%	-1.4%
14	O=C(Nc1cccc(NC(=S)NC(=O)c2cccs2)c1)c1ccccc1	0%	-6%	-10%	14%	?	-2%	-3%	0.0%
15	Cc1nc2ncnn2c(C)c1CCC(=O)N1CC(C)CC(C)C1 (stereo not given)	-1%	-5%[46.1 µM]	-9%	-1%	-3%	-2%	0%	-1.0%
16	O=[N+]([O-])c1ccc(OCCCCN2CCCCC2)cc1	-3%	-1%[46.1 µM]	0%	3%	8%	-1%	-3%	-0.9%
17	Cc1cccc(NC(=O)c2sc(C)nc2C)c1	1%	19%[46.1 µM]	0%	8%	4%	0%	-15%	1.4%
18	COC(=O)c1c(NC(C)=O)sc(C(=O)Nc2ccccc2)c1C	1%	4%	-6%	2%	0%	-3%	1%	-2.0%
19	COc1ccc(OCC(=O)Nc2nc3ccc(NC(C)=O)cc3s2)cc1	-4%	-9%	-5%	14%	-8%	2%	-2%	5.6%
20	O=C1N=C(N2CCOCC2)S/C1=C\c1ccc(-c2ccccc2Cl)o1	0%	1%	0%	4%	7%	4%	-1%	0.0%
21	Cn1c(=O)c2c(nc(NCc3ccccc3)n2C)n(C)c1=O	-2%	1%[46.1 µM]	-2%	-1%	5%	-12%	-15%	0.0%
22	COc1ccc(-c2nc3c(c(=O)c4ccccc4n3C)c(=O)n2Cc2ccccc2)cc1	-1%	-59%	4%	14%	-8%	1%	5%	2.6%
23	COc1ccc(C(=O)ON=C2C=C(C)C(=O)C(C)=C2)cc1	-1%	12%	-1%	5%	0%	2%	5%	-0.1%
24	CCCC[C@H](NC(=O)[C@H](CO)NC(=O)[C@H](Cc1ccc(O)cc1)NC(=O)[C@H](CO)NC(C)=O)C(=O)N[C@@H](CCC(=O)O)C(=O)N[C@@H](Cc1cnc[nH]1)C(=O)N[C@H](Cc1ccccc1)C(=O)N[C@@H](CCCNC(=N)N)C(=O)N[C@@H](Cc1c[nH]c2ccccc12)C(=O)NCC(=O)N[C@@H](CCCCN)C(=O)N1CCC[C@H]1C(=O)N[C@H](C(N)=O)C(C)C	5%	.	.	3%	.	3%	5%	.
25	COC(=O)c1ccc([C@@H]2C[C@H]3CN(Cc4cccnc4)C(=O)[C@]34CCCN24)cc1	-2%	-10%	-15%	5%	-2%	1%	-2%	0.1%
26	CC(C)CNC(=S)NC1CCCC1	-1%	-6%[46.1 µM]	-3%	3%	16%	-11%	3%	-0.2%
27	Cc1nc2ccccc2c(C)c1C(=O)c1ccc(F)cc1	-1%	-11%	0%	-2%	-2%	-5%	-4%	-3.8%
28	CCCNC(=O)CN1C(=O)COc2ccc(S(=O)(=O)N3CCCCCC3)cc21	-5%	.	-2%	.	0%	.	-1%	-1.1%
29	CCn1c(-c2ccc([N+](=O)[O-])cc2)n[nH]c1=S	-4%	-7%[46.1 µM]	3%	0%	0%	25%	-2%	1.0%
30	CCOC(=O)N1CCN(C(=O)CN(c2cccc(OC)c2)S(C)(=O)=O)CC1	-6%	0%[46.1 µM]	-4%	7%	8%	8%	-6%	0.0%
31	Cc1c(C(=O)NCC2CCCO2)sc2nc(-c3ccc(F)cc3)cn12 (stereo not given)	-2%	-7%[46.1 µM]	2%	4%	4%	6%	3%	1.3%
32	OCCC1CN(Cc2cccn2-c2ccccn2)CCN1Cc1ccccc1 (stereo not given)	0%	-1%	-8%	8%	3%	-7%	0%	-1.4%
33	CCC(=O)N1CCCc2cc(S(=O)(=O)NCc3cccs3)ccc21	-2%	-14%[46.1 µM]	2%	-2%	-1%	11%	-18%	1.2%
34	COc1ccc2[nH]cc(C(=O)CN3CCCC(C)C3)c2c1 (stereo not given)	0%	-10%[46.1 µM]	-4%	4%	3%	11%	-12%	-1.1%
35	CNS(=O)(=O)c1c(C)cc(C)c(N(C)S(=O)(=O)c2ccccc2)c1C	-2%	20%	-14%	3%	-8%	-4%	-2%	-1.6%
36	COc1ccc(/C=N/n2c(-c3cc(C)[nH]n3)n[nH]c2=S)cc1	-1%	-25%	-23%	-3%	-11%	12%	-5%	1.3%
37	CO[C@@H]1COC(=O)CCC[C@@H](C)[C@H](OC)COC(=O)[C@H](Cc2ccccc2)NC(=O)C/C=C\[C@H]1C	2%[11.2 µM]	.	-6%[11.6 µM]	12%[13.1 µM]	1%[11.6 µM]	0%[17.5 µM]	10%[11.2 µM]	0.0%[10.1 µM]
38	CCCC(=O)NCCc1nc2cc([N+](=O)[O-])ccc2n1C	-2%	8%	6%	-4%	-2%	2%	1%	-0.9%
39	CCC(Sc1nc2nccnc2c(=O)n1Cc1ccccc1Cl)C(=O)NC1CCCCC1 (stereo not given)	4%	.	-19%	.	?	.	-1%	0.0%
40	COc1ccc(CCNC(=O)C2CCCN(S(=O)(=O)c3cccc4nonc34)C2)cc1OC (stereo not given)	-1%	-20%[46.1 µM]	1%	1%	0%	3%	-7%	0.0%
41	Cc1cccc(OCC(=O)Nc2cccc(C(=O)OCc3cc(=O)n4c(C)csc4n3)c2)c1	-2%	.	-19%	.	-10%	.	2%	?
42	Cc1nn(C)c(C(=O)Nc2ccn(Cc3ccccc3F)n2)c1[N+](=O)[O-]	0%	19%[46.1 µM]	-18%	-1%	?	-9%	9%	3.2%
43	COc1ccc(S(=O)(=O)Cc2ccc(C(=O)N3CCN(c4ccccn4)CC3)o2)cc1	1%	-4%[46.1 µM]	-13%	0%	-7%	1%	-2%	0.1%
44	Cn1c(O)c(N=Nc2nc(-c3ccccc3)cs2)c2ccccc21	-1%	2%	-21%	1%	-3%	-4%	-6%	0.0%
45	Cc1cc(Br)ccc1NC(=O)Cn1cc(S(=O)(=O)N2CCN(c3ccccc3F)CC2)c2ccccc2c1=O	-2%	.	-12%	.	?	.	2%	4.2%
46	CC(=O)N1CCc2c(sc(NC(=O)CN3C(=O)c4ccccc4C3=O)c2C(N)=O)C1	-4%	-7%	15%	16%	-1%	10%	-1%	-0.2%
47	O=C(CSc1nc2ccccc2c(=O)n1-c1ccc(F)cc1)Nc1ccc(Cl)c(S(=O)(=O)N2CCOCC2)c1	2%	-13%	?	-1%	?	3%	-3%	-1.0%
48	COc1ccc(-c2nc3ccccc3c(=O)n2NC(=O)c2cccnc2Cl)cc1OC	1%	4%	8%	7%	-5%	-17%	1%	-1.8%
49	CN(C(=O)CSc1nnc(NC(=O)Nc2ccccc2)s1)c1ccccc1	-2%	.	-29%	.	?	.	-4%	0.2%
50	O=C(N/N=C/c1cc2ccccc2nc1Cl)c1ccncc1	-4%	-19%	-1%	1%	2%	2%	-4%	-0.2%

# Three entries drawn at random from the list so far:
No.	SMILES	TR SRC2 fluor cs	NPSR antagonist	Tau fluor counter	CBFb RUNX1 block	Tau FP inhib	aGal spleen mod	TRb SRC2 PPI	Epigenetic derep
50	O=C(N/N=C/c1cc2ccccc2nc1Cl)c1ccncc1	-4%	-19%	-1%	1%	2%	2%	-4%	-0.2%
43	COc1ccc(S(=O)(=O)Cc2ccc(C(=O)N3CCN(c4ccccn4)CC3)o2)cc1	1%	-4%[46.1 µM]	-13%	0%	-7%	1%	-2%	0.1%
46	CC(=O)N1CCc2c(sc(NC(=O)CN3C(=O)c4ccccc4C3=O)c2C(N)=O)C1	-4%	-7%	15%	16%	-1%	10%	-1%	-0.2%

# New compounds follow
No.	SMILES	TR SRC2 fluor cs	NPSR antagonist	Tau fluor counter	CBFb RUNX1 block	Tau FP inhib	aGal spleen mod	TRb SRC2 PPI	Epigenetic derep
51	Fc1ccc(CNC(=S)Nc2cccc(Cl)c2)cc1	0%	-23%	?	12%	-22%	2%	3%	0.0%
52	COc1ccc(S(=O)(=O)NN(C)c2nc(C(F)(F)F)nc3ccccc23)cc1	-3%	-24%	-5%	-6%	10%	0%	1%	1.2%
53	COc1cc(/C=C(\C#N)C(=O)N2CCOCC2)cc(Br)c1O	3%	20%	-20%	-3%	-10%	-1%	-4%	0.0%
54	CCOC(=O)COc1cccc2c(=O)n(CC(=O)NCCc3ccc(OC)c(OC)c3)ccc12	-2%	6%	-10%	4%[2.36 µM]	0%	-4%	4%	6.0%

# Assay outcomes (PubChem BioAssay)
